HIF-2a block: blocks HIF-2a reporter activity; 786-0 RCC cells HIF-2a reporter, luciferase luminescence, overnight; inhibition, % at 18.8 µM; 360,000 tested, 0.72% active; AID 624352;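 active = inhibition of the luminescence signal of 40% or more relative to plate controls, in a single-dose primary screen at 18.75 µM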
KKLEB cytotox: counter-screen for CF NF-kB inhibitors: cytotoxicity. KKLEB CF airway cells viability, ATPlite luminescence, overnight; hits give low values; cells stimulated with P. aeruginosa culture filtrate. activity change (cytotoxicity), % at 5 µM. 360,000 tested, 0.36% active. AID 602141;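 active = corrected activity change at or below -50% at 5 µM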
iPSC survival up: hiPSC single-cell survival enhancement. ATPlite luminescence; 100% = ROCK inhibitor wells, 0% = DMSO. survival enhancement, % at 20 µM. 360,000 tested, 0.044% active; in the data active = survival enhancement above about 18%;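 note: cells exposed to compounds for 16 hours before the ATP read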
CF NFkB block: blocks PAF-induced NF-kB reporter in cystic fibrosis cells; KKLEB NF-kB-GFP reporter, GFP fluorescence overnight; inhibition, % at 5 µM; 360,000 tested, 0.86% active;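 active = at least 50% inhibition at 5 µM, scaled per plate between neutral and stimulator controls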;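 note: PAF is a Pseudomonas aeruginosa culture filtrate used as stimulus; plate controls were PAF-stimulated DMSO wells for no effect and unstimulated DMSO wells for full effect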
Peg3 prom inh: Peg3 promoter activity inhibition. HeLa PEG-Prom luciferase reporter, luminescence, overnight. inhibition, % at 20 µM. 360,000 tested, 1.7% active. AID 588405;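 active = inhibition of at least 50% at 20 µM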
LMP1 NFkB inh: inhibitors of Epstein-Barr LMP1-induced NF-kappaB reporter | 350,000 tested, 0.69% active | LMP1-induced NF-kappaB luciferase reporter cells, luminescence | inhibition, % at 12.5 µM; in the data active = inhibition above about 41%;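 note: 0% = neutral control wells and 100% = reference inhibitor control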
NR2E3 ag-1: agonists of human nuclear receptor NR2E3; 320,000 tested, 0.12% active; GST-NR2E3/biotin-RetCOR TR-FRET, 1536-well; inhibition of corepressor binding, % at 4.78 µM; Q9Y5X4; AID 2300;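 active = percent inhibition above the cutoff of mean plus 3 SD of all tested compounds, set per screening campaign, cut at about 20% in these data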;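 note: 0% = DMSO wells and 100% = biotin wells as full block of FRET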
Target sequence (Q9Y5X4 whole entry, looked up): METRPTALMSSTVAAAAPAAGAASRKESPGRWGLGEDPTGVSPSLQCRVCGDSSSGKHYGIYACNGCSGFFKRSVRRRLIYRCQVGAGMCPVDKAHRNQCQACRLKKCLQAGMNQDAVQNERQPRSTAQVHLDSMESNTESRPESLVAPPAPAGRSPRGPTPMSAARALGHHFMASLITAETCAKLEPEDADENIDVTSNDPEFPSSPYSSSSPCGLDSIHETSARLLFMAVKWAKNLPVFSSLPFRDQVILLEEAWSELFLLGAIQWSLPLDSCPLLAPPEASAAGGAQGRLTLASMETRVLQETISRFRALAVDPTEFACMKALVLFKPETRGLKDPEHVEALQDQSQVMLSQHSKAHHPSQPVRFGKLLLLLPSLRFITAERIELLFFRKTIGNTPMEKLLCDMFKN
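Test system – NR2E3–RetCOR corepressor complex · Quantity – NR2E3 fusion 1.35 nM · Buffer or medium – Tris pH 7.5 · Incubation – Compound–protein incubation for 5 h at 4 °C · Technique – TR-FRET, Eu(K)-anti-GST donor, streptavidin-D2 acceptor, ex 340, em 617/671 nm · Evaluation – percent inhibition of 671/617 nm emission ratio versus biotin and DMSO controls · Plate – 1536-well format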
Shn3 3UTR inh: reduces Shn3 3'UTR luciferase signal in osteoblasts; 360,000 tested, 0.52% active; Clone20 osteoblast Shn3 3'UTR firefly luciferase, 24 h; inhibition, % at 12.5 µM;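 active = mean inhibition of at least 75% with every replicate also reaching 75%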;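 note: 0% = median of neutral control wells and 100% = pilot-screen positive control compound; some compounds past the cut are filed as inactive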
MITF TRPM1 inh: MITF TRPM1 promoter inhibition in SK-MEL-5 cells; inhibition, % at 12.5 µM; AID 488899; SK-MEL-5 TRPM1 promoter luciferase, 24 h; 330,000 tested, 0.83% active;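 active = mean inhibition across replicates of 60% or more, whatever share of single replicates reaches that level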; note: values of inactives mirror those of a sister screen read the other way
NR2E3 ag-2: activates human NR2E3 receptor | Q9Y5X4 | CHO-S Gal4-NCOR/VP16-NR2E3 two-hybrid, luciferase | inhibition of corepressor binding, % at 3.98 µM | 360,000 tested, 0.35% active | AID 602229;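 active = inhibition above the mean of all tested compounds plus 3 SD, cut at about 70% in these data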;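 note: 0% = DMSO with NR2E3 transfected cells and 100% = cells lacking NR2E3 construct; higher means lower luciferase signal from less NR2E3 corepressor binding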
C8 TRAIL sens: sensitizes caspase-8 expressing cells to TRAIL | inhibition (viability loss, TRAIL sensitization), % at 10 µM | 360,000 tested, 1% active | NB7+C8 cells + TRAIL, ATPlite viability luminescence;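 active = compounds causing at least 50% loss of cell viability in the single-dose screen, relative to plate controls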
* marks the source's active call; other numbers are inactive results; / = not tested or not shown. Some of the compounds tested (hit frequency here may not be typical).

Values in the order: HIF-2a block	KKLEB cytotox	iPSC survival up	CF NFkB block	Peg3 prom inh	LMP1 NFkB inh	NR2E3 ag-1	Shn3 3UTR inh	MITF TRPM1 inh	NR2E3 ag-2	C8 TRAIL sens
> CCOC(=O)C1(C(=O)OCC)NC(=O)CC1CC (centres undefined)
  8	6	-2.5	-14	8	-1	/	-24	2	-22	-2
> O=C(NCCc1ccccn1)c1ccc(OC(F)F)cc1
  -141	-10	-1.8	1	-104	-12	-1	-69	-36	-118	37
> CC(=O)Nc1ccc(S(=O)(=O)NC2(C(F)(F)F)C(=O)Nc3c2c(=O)[nH]c(=O)n3Cc2ccco2)cc1 (centres undefined)
  10	-2	0.8	-4	1	-1	-1	-14	12	-11	3
> COC(=O)c1ccc(NC(=O)CCNS(=O)(=O)c2cccc3nonc23)cc1
  12	5	2.8	-12	8	4	1	0	-5	7	19
> O=C(N/N=C/C=C/c1ccco1)/C(=C/c1ccccc1)NC(=O)c1ccccc1
  1	2	-0.6	-13	2	2	4	-1	3	-20	13
> COc1ccc(Cl)cc1NC(=O)CN(C)C(=O)CN1C(=O)NC(C)(c2ccc3ccccc3c2)C1=O (centres undefined)
  15	-4	-1.2	-12	25	-1	/	8	6	-31	25
> CCOC(=O)C(CCCOc1ccccc1)C(=O)OCC
  1	3	-0.7	-3	14	5	1	2	-6	3	-6
> COc1ccc2c(c1OC)C(=O)OC2
  14	2	0.0	-6	-3	0	0	4	/	18	-1
> O=C(O)C1CCCCC1C(=O)Nc1ccccc1C(=O)N1CCN(c2ccc(F)cc2)CC1 (centres undefined)
  17	9	-2.3	1	14	2	2	4	-3	17	2
> CC1Cc2ccccc2N1CC(=O)NCc1ccccc1Cl (centres undefined)
  0	0	1.0	-14	6	-7	0	8	10	9	-7
> O=c1[nH]c2ccccc2nc1-c1c[nH]c2ccccc12
  -77	-6	-0.7	10	-42	-8	2	9	-6	-34	-4
> CC1CN(C(=O)Nc2cccc(Cl)c2)C2(CCCCCC2)O1 (centres undefined)
  8	3	0.5	-16	8	-12	2	-5	-6	1	-6
> O=C(NC(=S)Nc1ccc(S(=O)(=O)Nc2ncccn2)cc1)c1cccc(Br)c1
  12	0	0.1	11	8	6	1	3	10	-12	15
> COc1ccc(-c2nn(CCC#N)cc2C(=O)Nc2ccccn2)cc1OC
  18	-1	-0.6	-5	10	4	3	-12	3	0	-6
> CC(NS(=O)(=O)c1ccc(Br)cc1)C(=O)NCc1ccc2c(c1)OCO2 (centres undefined)
  17	-8	1.3	2	5	-4	-3	3	3	-21	-1
> COC(=O)c1sc2nc(CSc3ccc(Br)cc3)[nH]c(=O)c2c1C
  13	6	0.1	5	-6	2	-1	1	6	-8	13
> CC(C)[C@H](CN(N=O)[C@@H](Cc1ccccc1)CN(C)N=O)N(CCc1ccccc1)N=O
  20	6	3.3	5	15	-13	-3	4	-3	-6	4
> N#C/C(=C\c1ccc(OCCN2CCOCC2)cc1)C(=O)Nc1ccccc1
  -19	-5	0.5	2	-20	6	6	-5	-5	-37	-10
> Cc1ccccc1-c1nc(CN2CCC(C(=O)NC3CCCCC3)CC2)c(C)o1
  5	6	-0.2	-6	-18	11	2	7	5	-12	0
> Cc1cc(OCCn2cnc3ccccc3c2=O)cc(C(C)C)c1
  -2	-12	-0.2	12	-6	-6	-2	12	-10	-10	-1
> O=C(Nc1ccno1)Nc1ccc(Cl)cc1Cl
  -58	-3	-0.7	0	-60	-5	6	-36	-15	-32	4
> O=C(Cn1c2ccccc2c(=O)c2cc([N+](=O)[O-])ccc21)Nc1ccccc1Cl
  2	-15	3.6	10	0	22	-3	5	11	-49	-7
> O=C(CSc1nnc(CNc2ccc(F)cc2)n1Cc1ccccc1)NCc1ccccc1
  9	-6	0.8	5	7	5	2	10	5	9	0
> CC(C)(C)C(=O)Nc1ccc(-c2csnn2)cc1
  -192	-2	0.0	6	-161	-8	-4	-96	-63	-62	16
> CC(CN1CCOCC1)OC(=O)c1ccccc1 (centres undefined)
  18	-11	0.3	3	5	5	0	-8	3	-3	30
> COc1ccc(/C=N/NC(=O)c2ccco2)cc1OCc1ccccc1
  -4	2	-0.1	-37	-3	6	5	-19	14	-17	-3
> Cc1ccnc2nc(C(=O)OCCOc3cccc(Br)c3)nn12
  -11	-3	2.2	8	7	-2	-1	-3	3	-6	-6
> C/C(=N\NC(=O)c1c[nH]c2ccccc12)c1ccc(C)o1
  -93	-14	-3.2	-33	-98	-10	-1	-22	0	-31	-5
> O=C(CCCNS(=O)(=O)c1ccccc1)NCc1ccco1
  5	-2	-1.1	-4	9	-7	-2	-21	5	-21	-4
> CC(=O)NC(Cc1cccc(F)c1)C(=O)NC1CCN(c2ncccc2[N+](=O)[O-])CC1 (centres undefined)
  7	2	1.5	-4	-1	-10	4	12	12	-6	0
> COc1cc2c(cc1OC)CN(C(=O)c1ccc(S(=O)(=O)N3CCCCCC3)cc1)CC2
  17	-1	-0.2	18	10	2	2	-5	7	0	11
> CCOC(=O)[C@@H]1[C@H]2COc3ccccc3[C@H]2N2C(=O)N(c3ccc(C)cc3)C(=O)[C@]12C
  6	1	-1.8	7	2	-6	3	-3	-3	-14	2
> COc1ccccc1N1CCN(C(=O)C2CCCO2)CC1 (centres undefined)
  -1	1	2.7	-2	-3	-2	2	12	4	10	-5
> CCN(CC)CCN(C(=O)c1ccc2ncsc2c1)c1nc2cc3c(cc2s1)OCO3
  -106	-6	-0.6	4	-133	-7	-1	-99	-17	-135	7
> COc1cccc(CNC(=O)Cn2cc([N+](=O)[O-])cn2)c1
  9	6	-0.3	-12	4	-7	1	2	2	-11	-5
> CCCC(=O)OCCNc1cc(Sc2nccn2C)c2nonc2c1[N+](=O)[O-]
  87*	-1	-0.7	48	110*	10	3	95*	101*	-15	57*
> Cc1ccc(/C=C2\OC(=O)c3ccccc32)cc1
  -286	1	-2.6	-5	-194	-41	0	-78	-29	-137	29
> CCC1=C(OC(=O)N(CC)CC)N2C(=O)OC(=NCCc3c[nH]c4ccccc34)[C@]2(C)[C@H]2C1=CC[C@H]1C(=O)N(CC(=O)OC)C(=O)[C@H]12
  4	8	-2.2	6	8	3	1	-24	5	9	2
> Clc1cccc(CNc2ccn3nc(-c4ccccc4Cl)cc3n2)c1
  -104	-5	1.9	-13	-27	/	/	3	/	-38	0
> COC(=O)CCN(c1ccccc1)S(=O)(=O)c1cc(-c2cc(C)no2)ccc1OC
  16	-4	0.1	-14	18	-1	5	-18	-7	3	-1
> Cc1c(OCC(=O)OC(C)(C)C)ccc2c3c(c(=O)oc12)CCC3
  -125	7	1.7	12	-83	12	-2	-13	-29	-26	15
> O=C(CN1C(=O)NC2(CCCCCC2)C1=O)N1CCN(c2ccc(F)cc2)CC1
  9	-1	0.4	12	17	-4	1	-100	/	1	-9
> CC(=O)c1cccc(NC(=O)CSc2ccc(-c3ccc4c(c3)OCO4)nn2)c1
  -119	7	-1.9	-18	-96	-7	1	-5	-72	2	64*
> Cc1nnsc1NC(=O)OCCCl
  19	-11	-4.8	24	13	3	0	6	-2	8	2
> CCOCC(=O)N1CCN(c2ccc(F)cc2)CC1
  11	-9	4.2	9	10	-3	-1	-1	-6	8	-10
> Clc1ccc(OCc2nnc(-c3ccccc3Br)o2)c(Cl)c1
  -387	-7	-1.4	12	-376	-45	3	-64	-108	-75	6
> C=CCN(CC=C)C(=S)NC(=O)c1ccc([N+](=O)[O-])cc1
  30	-1	0.3	-18	7	-9	3	0	13	66	20
> Cc1cccc(Nc2c([N+](=O)[O-])c(=O)n(C)c3ccccc23)c1
  14	3	3.8	-6	16	0	0	-10	9	4	-9
> Cc1ccc(NC(=O)c2cc(=O)c3ccccc3o2)c(C)c1
  -170	20	-3.1	-15	-160	-7	1	-42	-34	-52	-3
> CCOC(=O)CSC1=C(C#N)C(c2ccc(C)s2)CC(=O)N1 (centres undefined)
  13	-2	-2.4	16	22	0	3	23	19	-16	-15
> CCOC(=O)/C(=N\Nc1ncnc2ccccc12)c1ccc(C)cc1
  -95	-4	-0.6	-17	-217	-1	1	-10	-5	-120	31
> Cc1cc(C(=O)CN2C(=O)NC3(CCC(C)CC3)C2=O)c(C)n1C (centres undefined)
  5	0	-0.6	0	-2	6	0	5	9	-15	-5
> CCN1CCc2c(sc(N)c2C#N)C1
  14	5	11	-5	13	3	2	-7	-3	-7	18
> Cc1ccc(CS(=O)(=O)CCC(=O)NCCCN2CCCC2=O)cc1
  7	10	-0.3	-2	3	-4	3	-13	3	-4	11
> CCN(CC(=O)Nc1ccc(NC(C)=O)cc1)C(=O)Cc1c(Cl)cccc1Cl
  8	-4	-0.1	-4	15	-1	1	11	-6	-21	-5
> CCOc1cccc(N(C(=O)c2ccco2)C(C(=O)NC2CCCC2)c2cccnc2)c1 (centres undefined)
  10	-1	-0.1	2	8	-2	3	2	6	-4	-2
> COc1cc(C(=S)N2CCOCC2)cc(OC)c1OC(=O)c1cc([N+](=O)[O-])cc([N+](=O)[O-])c1
  5	1	-1.3	0	20	0	2	2	2	-7	-8
> CC(=O)c1ccc(Nc2nc(C(N)C(C)C)cs2)cc1 (centres undefined)
  -113	-2	3.0	-5	-131	/	/	7	/	-61	-13
> O=C(COc1ccc(Cl)cc1)NCc1nnc(SCC(=O)N2CCCCCC2)o1
  13	8	-1.2	-8	13	1	2	5	-8	17	-12
> Cc1ccc(S(=O)(=O)N2CCN(C(=O)c3ccco3)CC2)c(C)c1
  5	0	0.1	4	9	6	2	17	-1	-1	-12

An excerpt of these results, bar-delimited.
compound | HIF-2a block | KKLEB cytotox | iPSC survival up | CF NFkB block | Peg3 prom inh | LMP1 NFkB inh | NR2E3 ag-1 | Shn3 3UTR inh | MITF TRPM1 inh | NR2E3 ag-2 | C8 TRAIL sens
Cc1nnsc1NC(=O)OCCCl | 19 | -11 | -4.8 | 24 | 13 | 3 | 0 | 6 | -2 | 8 | 2
O=C(COc1ccc(Cl)cc1)NCc1nnc(SCC(=O)N2CCCCCC2)o1 | 13 | 8 | -1.2 | -8 | 13 | 1 | 2 | 5 | -8 | 17 | -12

Further results.
Values in the order: HIF-2a block	KKLEB cytotox	iPSC survival up	CF NFkB block	Peg3 prom inh	LMP1 NFkB inh	NR2E3 ag-1	Shn3 3UTR inh	MITF TRPM1 inh	NR2E3 ag-2	C8 TRAIL sens
> COc1cc(CN2CCC(C(=O)N3CCC(C)CC3)CC2)cc(Br)c1O
  9	-2	1.5	7	13	3	-2	9	5	8	-2
> COC(=O)c1ccccc1NC(=O)c1sc(Cl)nc1C
  -3	7	-0.2	-6	3	6	-2	-16	-8	-16	8
> COc1ccc(C2c3cc(OC)c(OC)cc3CCN2C(=O)c2ccccc2Br)cc1OC (centres undefined)
  17	-5	-0.1	3	14	4	-1	21	-1	5	-2
> Cc1oc(-c2ccc(Cl)cc2)nc1CN1CCCC(C(=O)NCc2ccccn2)C1 (centres undefined)
  0	-6	5.3	15	8	4	2	-10	20	17	6
> COc1ccc2c(CC(=O)Nc3ccccc3OC)coc2c1
  -82	-2	2.4	16	-42	-8	-1	7	-13	-15	-23

Compound activity (PubChem BioAssay)
